# From PubChem BioAssay
# Pol eta inh: blocks human DNA polymerase eta activity | recombinant Pol eta, fluorescent DNA replication assay | Potency, µM (top dose mostly 114 µM), for the others: at the highest dose activity change, negative = inhibition, most hits filed as inhibitors | 390,000 compounds, 1.2% hits | Q9Y253; further: potency means the concentration at half of the fitted maximal effect; on the % scale 0 is the no-effect control and ±100 the full control effect
#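 Pol eta at 10 nM preincubated with compounds 15 min at room temperature; reaction started with fluorescent substrate (50 nM final) and read kinetically at 0 and 10 min.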
# POLK inh: blocks human DNA polymerase kappa activity; purified Pol kappa, fluorescent DNA synthesis assay, 10 min; 400,000 compounds, 0.53% hits; Potency, µM (titrated, usually from 107 µM), for inactives: at the top dose activity, negative = inhibition, actives largely listed as inhibitors; AID 588579; further: potency means the concentration at half of the fitted maximal effect; on the % scale 0 is the no-effect control and ±100 the full control effect
#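 Here, compound and 10 nM enzyme are combined for 15 min at room temperature; adding 50 nM substrate (final) starts DNA synthesis, tracked by fluorescence at 0 and 10 min against buffer-only wells.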
# ERG Ets-DNA blk: ERG Ets/DNA interaction inhibition; P11308; fluorescence polarization, His-ERG Ets domain / labelled DNA; Potency, µM (titrated, usually from 76.9 µM), without a hit: at the top dose FP activity, negative = inhibition, actives largely listed as inhibitors; 370,000 compounds, 0.028% hits; AID 624246; active means well fitted inhibition curve with a large enough effect in the polarisation, with a control signal flat; inconclusive means small, poorly fitted or top-dose-only effect, or effect the other way, or a change in a side signal; inactive means no such curve, though single readings can be large or run the other way; the % refers to the polarisation;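 further: polarization taken with two DNA probes labelled with fluorescein and Texas red; potency means the concentration at half of the fitted maximal effect; % of control where 0% means no effect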
#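 His-tagged ERG Ets domain (1 uM in the protein solution; 300mM KCl, 50mM Tris-HCl, 1mM EDTA, 1mM DTT, pH 7.5) received compound, then a probe mix of 5 nM fluorescein-DNA and 100nM Texas-615-DNA. Fluorescence polarization was read for both dyes.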
# Apoferritin bind: binds horse apoferritin like a general anesthetic. AID 485281. apoferritin/1-aminoanthracene competitive binding, fluorescence. Potency, µM (doses to about 77.5 µM), inactives show at the top dose activity change, negative = displacement, most hits filed as inhibitors. 350,000 compounds, 0.074% hits; further: potency means the concentration at half of the fitted maximal effect; on the % scale 0 is the no-effect control and ±100 the full control effect; nearly all actives have a fitted effect of over 20% in size
#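 Probe: 1-aminoanthracene (50% saturated, PBS). Protein: horse-spleen apoferritin, 10 uM. Incubation: 10 min, room temperature. Detection: 380 nm excitation, 535 nm emission. Analysis: normalized response, four-parameter Hill.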
# LDHA inh: inhibitors of human lactate dehydrogenase A; P00338; purified LDHA, NADH/diaphorase-resazurin fluorescence; hits give low values; activity change, % (values are at about 110 or 230 µM); 480,000 compounds, 0.15% hits; in the data active means activity change below about -30%; inconclusive means mostly about -25% to -30%;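 further: plate controls were DMSO wells for no effect and wells without enzyme for full effect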
#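 Remaining NADH was detected by diaphorase (0.133 mg/mL) converting 37 µM resazurin to fluorescent resorufin, read at 0 and 20 minutes. The preceding 5-minute room-temperature reaction used 2 nM LDHA, 0.2 mM sodium pyruvate and 0.06 mM NADH at pH 7.4.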
# RGS4 inhibitor: inhibitors of human regulator of G protein signaling 4. P49798. Transcreener GDP fluorescence polarization, RGS4-accelerated GTP hydrolysis. Potency, µM (top dose mostly 114 µM), for the others: top-dose activity change, negative = inhibition, hits mostly inhibitors. 390,000 compounds, 0.039% hits. AID 504845; further: potency means the concentration at half of the fitted maximal effect; on the % scale 0 is the no-effect control and ±100 the full control effect; nearly all actives have a fitted effect of over 75% in size; some results filed as inactive show a strong effect at the top dose
#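 MLSMR compounds (23 nl, pin-transferred) preincubated 10 min at room temperature with a 500nM (2x) first reagent, then RGS4 at 900nM (2x) plus Transcreener GDP mix added; fluorescence polarization (620/688 nm) read before and after 90 min at 30 °C.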
# APEX1 inh: APE1 (human) endonuclease inhibition; P27695; recombinant APE1, TAMRA/BHQ-2 abasic DNA cleavage fluorescence; Potency, µM (top dose mostly 65.8 µM), without a hit: at the top dose activity change, negative = inhibition, hits mostly inhibitors; 350,000 compounds, 0.35% hits;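 further: potency means the concentration at half of the fitted maximal effect; plate controls were vehicle for no effect and reference inhibitor for full effect; nearly all actives have a fitted effect of over 55% in size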
# Target sequence (P27695 whole entry, looked up): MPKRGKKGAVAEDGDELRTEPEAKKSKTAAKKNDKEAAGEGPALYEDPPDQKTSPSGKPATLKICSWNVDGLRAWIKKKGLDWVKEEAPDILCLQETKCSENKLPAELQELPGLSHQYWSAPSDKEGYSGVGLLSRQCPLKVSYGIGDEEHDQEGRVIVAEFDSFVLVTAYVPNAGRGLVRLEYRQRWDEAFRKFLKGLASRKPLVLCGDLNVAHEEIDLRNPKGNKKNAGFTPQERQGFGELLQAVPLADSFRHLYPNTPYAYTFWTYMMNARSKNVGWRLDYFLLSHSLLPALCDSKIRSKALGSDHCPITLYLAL
#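 Quantitative HTS: incision of a TAMRA/BHQ-2 double-stranded substrate bearing a tetrahydrofuran abasic site by 0.75 nM APE1 raises fluorescence. Substrate 50 nM final, added after 15 min compound preincubation at room temperature; progress as third-minus-first kinetic read difference.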
# ALOX12 inh: ALOX12 (human) lipoxygenase inhibition | Potency, µM (series often up to 108 µM), for inactives: top-dose activity change, negative = inhibition, usual class: inhibitors | purified 12hLO, xylenol orange hydroperoxide absorbance | P18054 | 580,000 compounds, 1.1% hits; further: potency means the concentration at half of the fitted maximal effect; on the % scale 0 is the no-effect control and ±100 the full control effect
# Target sequence (P18054 whole entry, looked up): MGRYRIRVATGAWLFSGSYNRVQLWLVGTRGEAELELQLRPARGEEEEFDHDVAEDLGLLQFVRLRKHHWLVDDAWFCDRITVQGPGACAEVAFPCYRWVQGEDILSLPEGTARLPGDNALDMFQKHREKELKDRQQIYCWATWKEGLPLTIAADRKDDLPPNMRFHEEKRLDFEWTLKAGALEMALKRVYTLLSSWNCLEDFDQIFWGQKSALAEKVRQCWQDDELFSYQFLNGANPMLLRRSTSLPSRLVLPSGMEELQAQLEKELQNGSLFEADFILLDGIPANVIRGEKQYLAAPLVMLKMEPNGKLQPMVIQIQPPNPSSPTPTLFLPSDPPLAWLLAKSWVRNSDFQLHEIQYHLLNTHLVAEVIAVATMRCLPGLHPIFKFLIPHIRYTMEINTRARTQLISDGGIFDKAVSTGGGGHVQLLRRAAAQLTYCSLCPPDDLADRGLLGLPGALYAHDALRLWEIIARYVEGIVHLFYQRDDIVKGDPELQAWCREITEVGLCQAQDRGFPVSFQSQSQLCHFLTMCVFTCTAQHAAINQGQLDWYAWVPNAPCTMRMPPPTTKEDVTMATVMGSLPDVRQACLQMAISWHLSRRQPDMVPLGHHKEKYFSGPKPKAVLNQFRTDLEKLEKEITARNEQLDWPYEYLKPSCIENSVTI
#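 Purified human 12hLO (150 nM final) in 25 mM Hepes, 0.01% Triton X-100, pH 7.0 was preincubated 15 min at room temperature with compound. Then 40 uM arachidonic acid was added, 30 min. Hydroperoxide was read by Fe-XO absorbance ratio 573/405 nm.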
# Pol beta inh: DNA polymerase beta (human) inhibition; AID 485314; Pol beta primer extension/strand displacement, fluorescence kinetic; Potency, µM (highest dose often 114 µM), without a hit: at the top dose activity change, negative = inhibition, usual class: inhibitors; 340,000 compounds, 1.3% hits; P06746; further: potency means the concentration at half of the fitted maximal effect; on the % scale 0 is the no-effect control and ±100 the full control effect
#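 Kinetic readout of DNA synthesis with strand displacement by Pol beta. Compound and 10 nM enzyme sit 15 min at room temperature; 50 nM substrate starts the reaction, read immediately and at 10 min.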
# Starred values were filed as active, the others as inactive; i = inactive; ? = inconclusive; . = no result given; & = joins results of further samples; [ ] = remark or other dose. Unless noted, the call rests on the fitted dose curve; in most records, active means well fitted curve in the direction sought with a large enough effect; inconclusive means small, poorly fitted or top-dose-only effect, or another doubt; inactive means no such curve, though single readings can be large; an effect the other way counts as inactive or inconclusive. Only part of the results is shown. The share of hits here may be higher or lower than overall.
SMILES,Pol eta inh,POLK inh,ERG Ets-DNA blk,Apoferritin bind,LDHA inh,RGS4 inhibitor,APEX1 inh,ALOX12 inh,Pol beta inh
CN(Cc1ccccc1)c1oc(COc2ccccc2F)nc1C#N,?,-7%,7%,99%[activator],1,1%,-11%,334%[activator],-3%
COc1ccc(NC(=O)CCCCC(=O)Nc2ccc(OC)cc2)cc1,10%,2%,-8%,-10%,-11,41%,34%,-7%,2%
CC(C)(C)OC(=O)N1CCCC(C(=O)Nc2ccc(C(=O)NCCc3ccccc3)cc2)C1 (stereo not given),-19%,7%,-1%,.,3,8%,.,18%,.
COc1ccc(/C=N/OCC(=O)N(Cc2ccc(OC)cc2)c2ccccc2C(=O)O)cc1,-16%,-17%,-11%,5%,-5,-31%,19%,-8%,-14%
Cc1nccn1CCC1CCCCN1C(=O)CCc1nnc(-c2ccsc2)o1 (stereo not given),-11%,-3%,-7%,-2%,3,8%,2%,-6%,-1%
CN(Cc1cc2ccccc2[nH]c1=O)C(=O)c1cccs1,1%,-7%,-8%,-5%,-10,16%,-1%,6%,3%
COc1ccc(CSc2nnc(-c3ccncc3)n2C)cc1F,-15%,4%,8%,0%,-2,0%[56.9 µM],20%,-6%,56%
COc1ccc(NC(=O)C(CC(C)C)NS(=O)(=O)c2ccc3c(c2)CCN3C(C)=O)cc1OC (stereo not given),-15%,-5%,.,-11%,3,-10%,0%,9%,11%
Cc1nn2c(Nc3ccc(F)cc3)c3c(nc2c1-c1ccccc1)CCC3,-23%,-5%,6%,-1%,-3,3%,-4%,-14%,-1%
Cc1ccc(C)c(N2CCN(C(=O)CCc3nc(-c4ccccc4C)no3)CC2)c1,-27%,-2%,13%,.,1,-9%,-8%,?,.
O=C(CCCSc1nc(-c2ccco2)cc(C(F)(F)F)n1)Nc1ccc2c(c1)OCO2,?,-27%,3%,?,5,-5%,11%,56%[activator],3%
CCOC(=O)N1CCC(NC(=O)Cn2nc(-c3ccccc3)ccc2=O)CC1,-2%,-11%,.,1%,-5,26%,0%,-26%[57.4 µM],5%
CC1(C)c2[nH]c3ccccc3c2C[C@@H]2C(=O)N(c3cc(F)ccc3F)C(=O)N21,-19%,-10%,.,.,-2,31%,.,-13%,.
O=C(NC1CCCCC1)c1n[nH]c2c1CC(c1ccccc1)CC2 (stereo not given),0%,-12%,-3%,.,-13,5%,-11%,2%,.
COC(=O)C1CCN(CC(=O)N(C)c2c(N)n(Cc3ccccc3)c(=O)[nH]c2=O)CC1,-8%,-9%,6%,.,-6,-27%,8%,290%[activator],.
Cc1cccc(NC(=O)c2cc(NC(=O)C3CCCCC3C(=O)O)ccc2Cl)n1 (stereo not given),2%,-12%,-6%,2%,-7,27%,-18%,8%,-9%
CCc1ccccc1NC(=O)c1cc2ncc(Br)cn2n1,1%,-23%,-6%,-11%,-6,3%,-7%,-14%,?
CCCn1cnc2c(=S)nc(N)[nH]c21,2%,4%,-7%,9%,-1,17%,24%,?,3%
COc1ccc(CCNC/C=C/c2ccccc2)cc1,-6%,-17%,-1%,.,-1&-6,7%,.,?,.
CC(=O)Nc1cccc(NC(=O)CN2C(=O)CCSc3ccccc32)c1,-13%,2%,-2%,2%,-14,23%,.,0%,0%
CCCCN1CCC2C=CCC(C(=O)O)C2C1=O (stereo not given),.,-17%,.,-3%,.,20%,6%,.,.
Cc1cc(C(=O)OCC(=O)c2cccs2)ccc1[N+](=O)[O-],-11%,-7%,-2%,.,1,-1%,20%,-7%,.
O=C(C1CCCCC1)N(Cc1ccccc1)c1ccccn1,-2%,-7%,0%,-11%,-16,22%,-2%,-4%,-18%
O=C(CSc1nc(-c2ccccc2)nn1C(=O)c1ccccc1)Nc1cccc([N+](=O)[O-])c1,1%,-14%,-2%,?,-5,17%,1%,1%,4%
CN(Cc1ccccn1)Cc1nc(COc2ccccc2)no1,-10%,1%,-2%,-6%,-4,1%,-3%,40%[activator],0%
O=C(NCc1nc2ccccc2[nH]1)C1=C[C@H](c2coc3ccccc3c2=O)C[C@H](OCc2ccc(CO)cc2)O1,-22%,-7%,4%,-15%,-3,-4%,-6%,9%,?
Cc1cccc(OCC(=O)N(C)c2c(N)n(Cc3ccccc3)c(=O)[nH]c2=O)c1C,-11%,11%,3%,.,-1,-7%,14%,200%[activator],.
Cc1ccccc1CN1CCc2nc(Nc3ccc4c(c3)OCCO4)ncc2C1,.,5%[60.1 µM],6%,-13%,2,0%,.,-24%,-11%
O=C(CC(Cc1ccccc1)C(=O)O)Nc1cccc(C(F)(F)F)c1 (stereo not given),-6%,-8%,-6%,-12%,-6,3%,21%,297%[activator],47%
O=C(NCC1CCCO1)c1ccc(COc2ccc(Cl)cc2)cc1 (stereo not given),-8%,-11%,-3%,-23%,-3,18%,1%,-9%,2%
CN(C)C(CNC(=S)Nc1cccc(Cl)c1)c1cccnc1 (stereo not given),8%,-3%,-8%,-3%,-16,-12%,6%,-8%,-20%
CN(C)S(=O)(=O)n1cc(/C=C(\NC(=O)c2ccccc2)C(=O)N2CCCC2)c2ccccc21,1%,-26%,-3%,-20%,-8,22%,7%,-24%,15%
CC1C(=O)C(C)C(c2cccc(Br)c2)NC1c1cccc(Br)c1 (stereo not given),-13%,-23%[60.1 µM],2%,40%[activator],-4,19%,-1%,-3%,-8%
O=C(NCCCN=C1NS(=O)(=O)c2ccccc21)c1ccc(Cl)cc1,0%,-7%,1%,-5%,-1,4%,13%[12.4 µM],-3%,?
COc1ccc(NC(=O)Cc2ccc(Cl)c(Cl)c2)cn1,-4%,-13%,-13%,-11%,-3,17%,?,274%[activator],8%
CC1CCCC(NC(=O)COC(=O)c2cccc(NS(=O)(=O)/C=C/c3ccccc3)c2)C1C (stereo not given),-22%,-5%,8%,?,-1,13%,-3%,-15%,-11%
CCn1cc(C(=O)NCCCN2CCCCCC2)c(=O)c2cc(S(=O)(=O)N3CCc4ccccc4C3)ccc21,-19%,6%,16%,-10%,4,-23%,11%,0%,6%
COc1ccccc1NNC(=O)C(O)(c1ccccc1OC)c1ccccc1OC,-8%,-17%,-5%,-5%,-1,-3%[11.4 µM],17%,-27%,75%
CCOC(=O)C(C(C)=O)C(c1ccc(OC)cc1)C(C(C)=O)C(=O)OCC (stereo not given),3%,-1%,5%,0%,-2,14%,-2%,20%,-22%
CCN1C(=O)CC(C(=O)OC)=C1C,-4%,11%,5%,-6%,3,-17%,0%,6%,11%
CCC(C)c1ccccc1NC(=O)c1cc2cccc([N+](=O)[O-])c2[nH]1 (stereo not given),-25%,-7%,9%,-5%,-1,14%,8%,?,-25%
CCCC(=O)Nc1ccccc1-c1nnc(SC)[nH]c1=O,-3%,-17%,10%,-1%,-8,13%,2%,-11%,23%
Cn1c(C(=O)N2CCN(c3ccc(Cl)cc3)CC2)cc2c(=O)[nH]c3ccccc3c21,2%,-15%,-7%,-16%,-1,-24%,5%,?,16%
O=C(Nc1ccc(-c2nc3ccccc3[nH]2)cc1)c1cccc(N2C(=O)CCC2=O)c1,-8%,-5%,6%,238%[activator],-4,-16%,6%,-17%,?
O=C(Cn1c(=O)n(Cc2ccco2)c(=O)c2oc3ccccc3c21)Nc1ccc(F)cc1F,9%,-4%,14%,5%,0,-6%,.,-23%,24%
O=C(/C=C/Nc1cccc(C(F)(F)F)c1)c1ccc(Oc2ncccn2)cc1,-15%,-12%,0%,?,0,-14%,-6%,i,?

# Reformatted with two lines to a compound: 3 of the compounds above
# Value order: Pol eta inh | POLK inh | ERG Ets-DNA blk | Apoferritin bind | LDHA inh | RGS4 inhibitor | APEX1 inh | ALOX12 inh | Pol beta inh
> O=C(/C=C/Nc1cccc(C(F)(F)F)c1)c1ccc(Oc2ncccn2)cc1
  -15% | -12% | 0% | ? | 0 | -14% | -6% | i | ?
> CCC(C)c1ccccc1NC(=O)c1cc2cccc([N+](=O)[O-])c2[nH]1 (stereo not given)
  -25% | -7% | 9% | -5% | -1 | 14% | 8% | ? | -25%
> CCCC(=O)Nc1ccccc1-c1nnc(SC)[nH]c1=O
  -3% | -17% | 10% | -1% | -8 | 13% | 2% | -11% | 23%

# Complete entries from above. Order of values: Pol eta inh, POLK inh, ERG Ets-DNA blk, Apoferritin bind, LDHA inh, RGS4 inhibitor, APEX1 inh, ALOX12 inh, Pol beta inh
# Listed for Cn1c(C(=O)N2CCN(c3ccc(Cl)cc3)CC2)cc2c(=O)[nH]c3ccccc3c21 = 2%, -15%, -7%, -16%, -1, -24%, 5%, ?, 16%
# Listed for O=C(Cn1c(=O)n(Cc2ccco2)c(=O)c2oc3ccccc3c21)Nc1ccc(F)cc1F = 9%, -4%, 14%, 5%, 0, -6%, ., -23%, 24%
# Listed for CCC(C)c1ccccc1NC(=O)c1cc2cccc([N+](=O)[O-])c2[nH]1 (stereo not given) = -25%, -7%, 9%, -5%, -1, 14%, 8%, ?, -25%
